Bioassay records deposited in PubChem by National Center for Advancing Translational Sciences (NCATS).
AmpC detergent: blocks E. coli AmpC beta-lactamase in detergent assay; Potency, µM (doses to about 114 µM), for inactives: top-dose activity change, negative = inhibition, most hits filed as inhibitors; P00811; actives 0.041% (n = 370,000); AID 485294; AmpC hydrolysis of nitrocefin, absorbance 480 nm, 0.01% Triton;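 note: potency is the fitted concentration of half-maximal effect; 0% = no-compound wells and -100% = no-enzyme wells; nearly all actives have a fitted effect of over 25% in size; some results filed as inactive show a strong effect at the top dose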
Target sequence (P00811 whole entry, looked up): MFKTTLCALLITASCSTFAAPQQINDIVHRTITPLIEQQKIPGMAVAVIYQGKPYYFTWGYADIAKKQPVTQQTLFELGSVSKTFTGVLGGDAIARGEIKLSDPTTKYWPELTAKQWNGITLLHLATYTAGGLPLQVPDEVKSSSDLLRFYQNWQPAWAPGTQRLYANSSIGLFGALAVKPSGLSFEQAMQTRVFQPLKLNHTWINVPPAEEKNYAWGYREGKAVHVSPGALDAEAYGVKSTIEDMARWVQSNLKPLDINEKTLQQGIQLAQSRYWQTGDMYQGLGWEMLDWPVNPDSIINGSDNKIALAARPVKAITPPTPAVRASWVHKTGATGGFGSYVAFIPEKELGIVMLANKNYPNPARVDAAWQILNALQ
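20 mM phosphate pH 7.0 + 0.01% (detergent screen) or 0.0001% Triton X-100; 5.3 nM AmpC reagent; cpd preinc 15 min RT; nitrocefin (800 uM stock) to start; A480 q20 s × 4 min; Activity was normalised to no-enzyme and no-compound control wells.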
HCMV antiviral: human cytomegalovirus inhibition | HFF cells, HCMV-luciferase reporter, 72 h; active compounds read low | activity change, negative = inhibition, % at 57.5 µM | actives 4.5% (n = 410,000); in the data active = activity change below about -60%; inconclusive = no clear call, values can overlap the other calls; inactive = above about -39%
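Cell-based, HFFs, 1000 cells/well, 16 h 37C; cpds in DMSO + HCMV-luc, MOI 1 PFU/cell; 72 h 37C; OneGlo luminescence after 5 min RT; norm. to buffer vs Salinomycin 10uM.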
Giardia FBPA inh: inhibitors of Giardia lamblia fructose-1,6-bisphosphate aldolase; A8B2U2; purified Giardia FBPA; Potency, µM (titrated, usually from 59.6 µM), for inactives: at the top dose activity, negative = inhibition, most hits filed as inhibitors; actives 0.71% (n = 290,000); note: potency is the fitted concentration of half-maximal effect; nearly all actives have a fitted effect of over 55% in size
Target sequence (A8B2U2 whole entry, looked up): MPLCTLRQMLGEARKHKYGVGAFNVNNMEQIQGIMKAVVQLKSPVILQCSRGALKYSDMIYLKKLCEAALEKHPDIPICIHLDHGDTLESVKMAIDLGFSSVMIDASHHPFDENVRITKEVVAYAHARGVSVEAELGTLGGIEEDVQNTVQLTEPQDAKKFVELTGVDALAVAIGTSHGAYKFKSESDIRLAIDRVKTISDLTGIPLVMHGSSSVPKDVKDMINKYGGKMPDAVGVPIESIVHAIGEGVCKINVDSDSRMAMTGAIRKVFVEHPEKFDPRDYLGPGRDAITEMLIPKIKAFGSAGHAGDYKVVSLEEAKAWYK
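40 nM FBPA preincubated 10 min at RT with compound (up to 57.5 uM final), then substrate plus GAPDH/TPI/NAD/arsenate coupling and diaphorase/resazurin added. Fluorescence read after 20 min at RT, 525/598 nm.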
AMA1-RON2 inh: inhibitors of Plasmodium falciparum AMA1-RON2 interaction; AlphaScreen AMA1-biotinylated RON2 peptide binding; Potency, µM (top dose mostly 58.2 µM), for inactives: at the top dose activity change, negative = inhibition, actives largely listed as inhibitors; actives 0.2% (n = 360,000); AID 720542;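 note: potency is the fitted concentration of half-maximal effect; 0% = vehicle wells and -100% = peptide control; nearly all actives have a fitted effect of over 45% in size; some results filed as inactive show a strong effect at the top dose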
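AMA1 (3D7) with his tag at 25 nM final met compounds first, then biotinylated RON2 peptide at 25 nM; detection used donor plus acceptor beads, 10 µg/mL apiece, read by AlphaScreen after 30 min at room temperature.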
Sm TGR block: S. mansoni TGR enzyme inhibition. purified TGR, DTNB reduction, TNB absorbance 405 nm. actives 3% (n = 360,000). Potency, µM (doses to about 114 µM), inactives show top-dose activity change, negative = inhibition, actives largely listed as inhibitors. Q962Y6; note: potency is the fitted concentration of half-maximal effect; nearly all actives have a fitted effect of over 60% in size
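First, TGR (20 nM dispensed) and NADPH were mixed with compound. Second, a 15 min room-temperature incubation followed. Third, further NADPH and then DTNB were added to start the reaction. Finally, TNB absorbance was monitored kinetically.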
AmpC no deterg: blocks E. coli AmpC beta-lactamase in detergent-free assay. P00811. AmpC nitrocefin hydrolysis, absorbance 480 nm, 0.0001% Triton. Potency, µM (series often up to 57.1 µM), for inactives: at the highest dose activity change, negative = inhibition, usual class: inhibitors. actives 0.52% (n = 330,000). AID 485341;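 note: potency is the fitted concentration of half-maximal effect; plate controls were no compound for no effect and no enzyme for full effect; nearly all actives have a fitted effect of over 20% in size; some results filed as inactive show a strong effect at the top dose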
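AmpC (5.3 nM in the dispensed reagent) in 20 mM phosphate pH 7.0 with 0.01% (detergent screen) or 0.0001% Triton X-100 was preincubated with compounds for 15 min at room temperature. Nitrocefin was then added from an 800 uM solution, and hydrolysis was followed at 480 nm.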
* marks the source's active call; other numbers are inactive results; & = joins results of further samples; [ ] = another dose, or the depositor's remark. Unless noted, calls come from the whole dose curve; as a rule, active = well fitted curve in the direction sought with a large enough effect; inconclusive = small, poorly fitted or top-dose-only effect, or another doubt; inactive = no such curve, though single readings can be large; an effect the other way counts as inactive or inconclusive. Unless noted, % is set by controls: 0 for no effect and ±100 for the full control effect.

COc1ccc(S(=O)(=O)Nc2ccc3c(c2)CC(=O)N([C@@H](C)CO)C[C@H](C)[C@@H](CN(C)S(=O)(=O)c2ccc(F)cc2)O3)cc1 was read as HCMV antiviral -6, AMA1-RON2 inh 0% and AmpC no deterg 205%[activator].
Screening O=C(O)c1cccc(S(=O)(=O)Nc2ccc([N+](=O)[O-])cc2O)c1 returned AmpC detergent -7%, HCMV antiviral -35, Giardia FBPA inh -23%, AMA1-RON2 inh 92%[activator], Sm TGR block 7% and AmpC no deterg -12%.
O=C(NC1CC1)c1ccc(CS(=O)(=O)c2c(Cl)cccc2Cl)o1 was read as AmpC detergent 1%, HCMV antiviral 2, Giardia FBPA inh 1%, AMA1-RON2 inh 4%, Sm TGR block inconclusive and AmpC no deterg -4%.
For O=C(Nc1ccc(Cl)cc1)N1CCSc2ccccc21 the results were AmpC detergent 0%, HCMV antiviral -36, Giardia FBPA inh -15%, AMA1-RON2 inh -19%, Sm TGR block 9% and AmpC no deterg -36%.
O=C(Nc1cccc([N+](=O)[O-])c1)C1COc2ccccc2O1 (centres undefined) was read as AmpC detergent -18%, HCMV antiviral 78, Giardia FBPA inh 8%, AMA1-RON2 inh -6%, Sm TGR block inconclusive and AmpC no deterg -24%.
For CC(C)CC(=O)Nc1c(C(=O)N2CCN(c3ccccc3)CC2)oc2ccccc12 the results were AmpC detergent 18%, HCMV antiviral -36 and Sm TGR block -2%.
Screening Cc1nnc(SCC(=O)Nc2ccccc2F)n1-c1ccc(F)cc1 returned AmpC detergent inconclusive, HCMV antiviral inconclusive, Giardia FBPA inh -1%, AMA1-RON2 inh 18%, Sm TGR block 2% and AmpC no deterg -2%.
Screening CSc1ncccc1C(=O)N1CCCC(N2CCN(c3ccccc3F)CC2)C1 (centres undefined) returned AmpC detergent 1%, HCMV antiviral -30, AMA1-RON2 inh 4%, Sm TGR block -40% and AmpC no deterg 34%.
For CCCNS(=O)(=O)c1ccc(CCC(=O)N2CCN(CC)CC2)cc1 the results were AmpC detergent -3%, HCMV antiviral 28, Giardia FBPA inh 0%, AMA1-RON2 inh 5%, Sm TGR block -14% and AmpC no deterg -7%.
O=C(CNC(=O)c1cc2c(s1)CCC2)Nc1ccccc1Br was read as AmpC detergent -6%, HCMV antiviral 25, Giardia FBPA inh 7%, AMA1-RON2 inh -14%, Sm TGR block -13% and AmpC no deterg -34%.
Screening OC(CNCc1ccccc1Cl)COc1ccc(F)cc1 (centres undefined) returned AmpC detergent 2%, HCMV antiviral -34, Giardia FBPA inh 6%, AMA1-RON2 inh 1%, Sm TGR block -8% and AmpC no deterg -1%.
O=C(Nc1cccc(NC(=O)c2ccco2)c1)c1ccc2c(c1)OCO2 was read as AmpC detergent -6%, HCMV antiviral 1, Giardia FBPA inh -4%, AMA1-RON2 inh 2%, Sm TGR block -14% and AmpC no deterg 11µM*.
For COc1ccc(C(=O)N2CC=C(c3ccccc3)CC2)cc1S(=O)(=O)N1CCOCC1 the results were AmpC detergent inconclusive, HCMV antiviral 6, Giardia FBPA inh -1%, AMA1-RON2 inh 9%, Sm TGR block -7% and AmpC no deterg 133%[activator].
Screening Cc1nc2c3ccccc3nc(NNC(=O)CCC(=O)N3CCN(c4ccc(F)cc4)CC3)n2n1 returned AmpC detergent -2%&-4%, HCMV antiviral -24&-6, Giardia FBPA inh -11%, AMA1-RON2 inh 72%[activator], Sm TGR block -2%&-7% and AmpC no deterg 111%[activator].
For CCc1cc2c(-c3ccccc3)cc(=O)oc2cc1OC(=O)c1cccs1 the results were AmpC detergent inconclusive, HCMV antiviral inconclusive, Giardia FBPA inh -3%, AMA1-RON2 inh -11%, Sm TGR block -9% and AmpC no deterg -12%.
`CC1=CN2C(=N)/C(=C/c3ccc(Sc4ccc(C)cc4)o3)C(=O)N=C2S1` gave AmpC detergent 3%, HCMV antiviral -20, Giardia FBPA inh 20%, AMA1-RON2 inh 0%, Sm TGR block 1% and AmpC no deterg -56%.
`CCOC(=O)Cc1csc(NC(=O)CSc2nc(=O)[nH]c3c2CCCC3)n1` gave AmpC detergent 0%, HCMV antiviral -22, AMA1-RON2 inh 8%, Sm TGR block 0% and AmpC no deterg -3%.
For CCc1nc(SCC(=O)N2CCN(c3ccccc3)CC2)c2c(=O)n(C)c(=O)n(C)c2n1 the results were AmpC detergent -6%, Giardia FBPA inh 3%, Sm TGR block 6% and AmpC no deterg -1%.
`COc1cccc(CNC(=O)c2c(C)oc3ncnc(N4CCOCC4)c23)c1` gave AmpC detergent 0%, HCMV antiviral -13 and Sm TGR block 6%.
`CCC(C)NS(=O)(=O)c1ccc(NC(=O)C2CCN(C(=O)c3ccco3)CC2)cc1` (centres undefined) gave AmpC detergent -9%, HCMV antiviral 13, Giardia FBPA inh 5%, AMA1-RON2 inh 3%, Sm TGR block -7% and AmpC no deterg 6%.
`Cc1noc(C)c1C(=O)Nc1sc(C)c(-c2ccccc2)c1C#N` gave AmpC detergent 5%, HCMV antiviral -104*, Giardia FBPA inh -22%, AMA1-RON2 inh 7%, Sm TGR block -1% and AmpC no deterg -15%.
Screening O=C(CN1C(=O)NC2(CCCCCC2)C1=O)NCCc1ccccc1 returned AmpC detergent 5%, HCMV antiviral -1, AMA1-RON2 inh -13%, Sm TGR block -1% and AmpC no deterg -11%.
Screening CCc1nnc(NS(=O)(=O)c2ccc(NC(=O)c3ccco3)cc2)s1 returned AmpC detergent -7%, HCMV antiviral 45, Giardia FBPA inh -1%, AMA1-RON2 inh 6%, Sm TGR block -14% and AmpC no deterg -20%.
`COC(=O)C1(NC(=O)NC23CC4CC(CC(C4)C2)C3)CCCCC1` gave AmpC detergent -1%, HCMV antiviral -31, Giardia FBPA inh 3%, AMA1-RON2 inh -2%, Sm TGR block 9% and AmpC no deterg 0%.
Screening OCCOCC#CCN1CCOCC1 returned AmpC detergent 0%, HCMV antiviral -11, Giardia FBPA inh 6%, AMA1-RON2 inh -1%, Sm TGR block -14% and AmpC no deterg -20%.
Screening COc1cccc(C(=O)N/N=C/c2ccc(OC3CSC3)cc2)c1 returned AmpC detergent 0%, HCMV antiviral 46, Giardia FBPA inh 4%, AMA1-RON2 inh 7%, Sm TGR block -4% and AmpC no deterg -28%.
Screening COc1cccc(OC)c1C(=O)Nc1cccc(-c2cn3ccsc3n2)c1 returned AmpC detergent 19%, HCMV antiviral -12 and Sm TGR block 3%.
For CC1CCCN(c2ccc(C(=O)Nc3ccc4c(c3)OCO4)cc2[N+](=O)[O-])C1 (centres undefined) the results were AmpC detergent -12%, HCMV antiviral inconclusive, Giardia FBPA inh -10%, AMA1-RON2 inh -5%[11.6 µM], Sm TGR block 8% and AmpC no deterg -34%.
`Cc1ccc2c(c1)cc(C(=O)Nc1ccccc1C)n2C` gave AmpC detergent -2%, HCMV antiviral 38 and Sm TGR block -11%.
Screening Cn1[nH]c(C(F)(F)F)c(C=NCc2ccc(Cl)cc2)c1=O returned AmpC detergent inconclusive, HCMV antiviral inconclusive, Giardia FBPA inh -6%, AMA1-RON2 inh 18%, Sm TGR block -2% and AmpC no deterg -8%.
CC(=O)N(C(C)=O)c1nc2nc(C)cc(C)n2n1 was read as AmpC detergent -6%, HCMV antiviral 18, Giardia FBPA inh 4%, AMA1-RON2 inh 1%, Sm TGR block -2% and AmpC no deterg 8%.
`CCOc1ccc(OCCC(=O)N(CC)CC(=O)NCc2ccc(Cl)cc2)cc1` gave AmpC detergent -19%, HCMV antiviral -27, AMA1-RON2 inh -13%, Sm TGR block -6% and AmpC no deterg 105%[activator].
`CC1Cc2nc(SCC(=O)N3CCN(c4ccccc4)CC3)n(CCc3ccccc3)c(=O)c2S1` (centres undefined) gave AmpC detergent -12%, HCMV antiviral inconclusive, Giardia FBPA inh -2%, AMA1-RON2 inh -24%, Sm TGR block -8% and AmpC no deterg 3.5µM*.
Screening CC(C)N1CCc2c(sc(NC(=O)c3cc4cc([N+](=O)[O-])ccc4s3)c2C(N)=O)C1 returned AmpC detergent 10%, HCMV antiviral -95*, Giardia FBPA inh -24%, AMA1-RON2 inh -9%, Sm TGR block 7% and AmpC no deterg 68%[activator].
Cn1nc([N+](=O)[O-])nc1Oc1ccccc1C(=O)N1CCOCC1 was read as AmpC detergent inconclusive, HCMV antiviral 40, Giardia FBPA inh -14%, AMA1-RON2 inh -3%, Sm TGR block -6% and AmpC no deterg 2%.
`CCN(CC(=O)Nc1ccc(C#N)c(Cl)c1)CC(=O)NC(C)(C)C` gave AmpC detergent -1%, HCMV antiviral -14, Giardia FBPA inh -2%, AMA1-RON2 inh 14%, Sm TGR block 0% and AmpC no deterg 15%.
`CN1CCN(C(=O)c2ccccc2NC(=O)c2ccccc2)CC1` gave AmpC detergent 5%, HCMV antiviral inconclusive, AMA1-RON2 inh 0%, Sm TGR block -2% and AmpC no deterg -7%.
Screening CC(=O)Nc1ccc(S(=O)(=O)Nc2cc(-c3ccccc3)nn2C)cc1 returned AmpC detergent -12%, HCMV antiviral 55, Giardia FBPA inh 27%, AMA1-RON2 inh -3%, Sm TGR block 12% and AmpC no deterg -15%.
For CCCCNc1nc2c(c(=O)n(Cc3ccc(Cl)cc3)c(=O)n2C)n1C the results were AmpC detergent 9%, HCMV antiviral -27 and Sm TGR block 15%.
COc1cccc(N2C(=O)CC(c3c[nH]c4ccccc34)C2=O)c1 (centres undefined) was read as AmpC detergent -5%, HCMV antiviral 59, Giardia FBPA inh -11%, AMA1-RON2 inh -10%, Sm TGR block -7% and AmpC no deterg -34%.
Screening CCCCc1ccc(NC(=O)CSCc2cc(=O)[nH][nH]2)cc1 returned AmpC detergent -1%, HCMV antiviral 72, Giardia FBPA inh 0%, AMA1-RON2 inh 51%[activator], Sm TGR block -3% and AmpC no deterg 18µM*.
`COc1cc(/C=C/C(=O)OCC(=O)NCc2ccccc2OC)ccc1O` gave AmpC detergent inconclusive, HCMV antiviral -9, AMA1-RON2 inh 2%, Sm TGR block -25% and AmpC no deterg -29%.
`COc1ccc(N2CCN(C(CNC(=O)C(C)C)c3ccc4c(c3)OCO4)CC2)cc1` (centres undefined) gave AmpC detergent 3%, HCMV antiviral 4, Giardia FBPA inh 3%, AMA1-RON2 inh -4%, Sm TGR block 4% and AmpC no deterg 56%.

Gathered by group, those above with a cyano group (2)
`Cc1noc(C)c1C(=O)Nc1sc(C)c(-c2ccccc2)c1C#N` gave AmpC detergent 5%, HCMV antiviral -104*, Giardia FBPA inh -22%, AMA1-RON2 inh 7%, Sm TGR block -1% and AmpC no deterg -15%.
`CCN(CC(=O)Nc1ccc(C#N)c(Cl)c1)CC(=O)NC(C)(C)C` gave AmpC detergent -1%, HCMV antiviral -14, Giardia FBPA inh -2%, AMA1-RON2 inh 14%, Sm TGR block 0% and AmpC no deterg 15%.
